RBX1-CUL1 inh – inhibitors of human ROC1-CUL1 ubiquitin ligase activity; E3 ubiquitin-protein ligase RBX1 (Homo sapiens) + Cullin-1 (Homo sapiens), P62877+Q13616; in vitro K48 di-Ub FRET, acceptor:donor ratio, 45 min; inhibition, % at 10 µM; 140,000 tested, 0.6% active; AID 1347404, 2020; in the data active = inhibition above about 25%
Target sequence (P62877 whole entry, looked up): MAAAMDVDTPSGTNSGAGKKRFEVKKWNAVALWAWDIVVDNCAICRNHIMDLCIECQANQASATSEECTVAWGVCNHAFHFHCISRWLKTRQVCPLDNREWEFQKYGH
Target sequence (Q13616 whole entry, looked up): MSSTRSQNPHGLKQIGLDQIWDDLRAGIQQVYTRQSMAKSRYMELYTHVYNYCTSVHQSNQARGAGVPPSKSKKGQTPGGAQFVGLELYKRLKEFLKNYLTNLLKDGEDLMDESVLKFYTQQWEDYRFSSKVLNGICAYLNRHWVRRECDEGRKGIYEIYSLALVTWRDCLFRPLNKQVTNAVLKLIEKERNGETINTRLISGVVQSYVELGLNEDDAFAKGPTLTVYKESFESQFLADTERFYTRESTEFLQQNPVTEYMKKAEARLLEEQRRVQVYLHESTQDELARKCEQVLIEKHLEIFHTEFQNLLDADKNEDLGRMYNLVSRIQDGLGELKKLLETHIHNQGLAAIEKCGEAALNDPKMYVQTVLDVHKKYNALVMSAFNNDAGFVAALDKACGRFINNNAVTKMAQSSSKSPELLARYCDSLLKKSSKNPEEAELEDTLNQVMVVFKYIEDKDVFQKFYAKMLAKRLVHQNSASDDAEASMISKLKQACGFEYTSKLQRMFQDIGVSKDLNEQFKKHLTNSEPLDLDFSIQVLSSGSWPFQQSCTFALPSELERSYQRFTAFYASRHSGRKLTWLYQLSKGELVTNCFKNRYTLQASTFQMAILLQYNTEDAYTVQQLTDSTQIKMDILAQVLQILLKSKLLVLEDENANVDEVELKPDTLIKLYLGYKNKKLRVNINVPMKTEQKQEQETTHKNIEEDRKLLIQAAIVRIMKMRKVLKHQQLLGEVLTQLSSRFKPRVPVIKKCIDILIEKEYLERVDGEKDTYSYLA
An asterisk follows results filed as active; & = joins results of further samples. The list is partial, so the mix of outcomes need not match the whole.

Start of the data: the first six entries (preview)
SMILES	RBX1-CUL1 inh
CC(C)(C)OC(=O)N1CCC(c2c(C(=O)Nc3cccc(C(F)(F)F)c3)cnn2-c2ccc(F)cc2F)CC1	-6
CC(C)(C)c1cc(C(C)(C)C)c2nc(-c3ccccc3)c(-c3ccccc3)nc2c1	2
CCc1c(C)nn(-c2nc(C)cc(C)n2)c1OC(=O)c1ccccc1	6
Cc1nc(CCNC(=O)c2ccc(C3CCCN3)s2)nc2c1CCC2 (configuration not stated)	0
O=C(CN1C(=O)C2C3C=CC(O3)C2C1=O)c1ccccc1 (configuration not stated)	5
Cc1nc(N)sc1-c1csc(Nc2ccc(O)cc2)n1	7

The listing, from the first entry:
SMILES	RBX1-CUL1 inh
CC(C)(C)OC(=O)N1CCC(c2c(C(=O)Nc3cccc(C(F)(F)F)c3)cnn2-c2ccc(F)cc2F)CC1	-6
CC(C)(C)c1cc(C(C)(C)C)c2nc(-c3ccccc3)c(-c3ccccc3)nc2c1	2
CCc1c(C)nn(-c2nc(C)cc(C)n2)c1OC(=O)c1ccccc1	6
Cc1nc(CCNC(=O)c2ccc(C3CCCN3)s2)nc2c1CCC2 (configuration not stated)	0
O=C(CN1C(=O)C2C3C=CC(O3)C2C1=O)c1ccccc1 (configuration not stated)	5
Cc1nc(N)sc1-c1csc(Nc2ccc(O)cc2)n1	7
O=[N+]([O-])c1cccc(S(=O)(=O)NCc2ccc(Cl)cc2)c1	9
Cn1c(CSc2nc3ncnc(N)c3[nH]2)nc2ccccc21	0
Cc1ccc(NC(=O)c2cc(C)nn2-c2ccccc2)cc1	5
CN(C)c1nc(Cl)c2c(n1)Sc1nc(N(C)C)nc(N3CCCCC3)c1C2c1ccccc1 (configuration not stated)	-1
Cc1ccccc1OC(=O)CSc1nnc(-c2ccc(F)cc2)o1	6
NC(=O)CSc1nc2c(c(C(F)(F)F)n1)CCc1ccccc1-2	5
Cc1cccc(NS(=O)(=O)c2ccc(NC(=O)N3CCCC3)cc2)c1	6
Cc1nc2sc(C(=O)c3ccccc3)c(N)c2c(C)c1C(=O)Nc1ccccc1	-2
COc1ccc(CNC(=O)Cc2c(C)c3c(cc(C)c4c(C)c(C)oc43)oc2=O)cc1	-7
Cc1cc(-c2ccc(NC(=O)c3cccs3)c(C)c2)ccc1NC(=O)c1cccs1	0
CC(C)C(=O)N1CCN(CCN=CC2C(=O)N(C)C(=O)N(C)C2=O)CC1	8
Cc1oc2ccc(O)c(CN3CCCCC3C)c2c1C(=O)Nc1ccccc1 (configuration not stated)	0
CCN(CC)C(=O)Cn1c(=O)cc(C)c2c(C)nn(C)c21	3
O=C(Nc1cccs1)Nc1cc(C(F)(F)F)ccc1Cl	3
O=C(CN1C(=O)COc2ccc(S(=O)(=O)N3CCOCC3)cc21)Nc1ccc(F)c(Cl)c1	3
O=C1CC2C(CC(OC(=O)c3ccc(-c4ccccc4)cc3)C2/C=C/C(O)COc2cccc(Cl)c2)O1 (configuration not stated)	-3
COc1cccc(NC(=O)c2ccc(-c3nc(COc4ccccc4)c(C)o3)cc2)c1	4
O=C(Sc1ccc2ccccc2n1)c1ccc(F)cc1	1
Cn1ccnc1CNC(=O)CC(c1ccccc1)c1ccccc1F (configuration not stated)	0
SMILES	RBX1-CUL1 inh
COc1cc(OC)c(NC(=O)Cn2nc(C)n3cccc3c2=O)cc1Cl	0
Nc1c(C(=O)Nc2ccccc2C(=O)O)sc2nc3c(cc12)CCCCC3	35*
COc1cc(OC)cc(C(=O)Nc2nc(-c3nnn(-c4ccc(C)cc4)c3C)ns2)c1	3
Cc1ccccc1CNS(=O)(=O)c1csc(C(N)=O)c1	-1
Cc1ccccc1CCC(=O)N1CCCC(CO)(Cc2ccc(F)cc2)C1 (configuration not stated)	2
Cc1ccc(OCC(=O)Nc2ccc(CN3CCOCC3)cc2)c(C)c1	6
Cc1cc2n(n1)C(c1cc(C(C)(C)C)c(O)cc1O)Nc1ccccc1-2 (configuration not stated)	-1
COc1ccc(-c2ccc(NS(=O)(=O)c3ccc(F)c(C(F)(F)F)c3)cc2)nn1	-3
COc1ccc(C2CC(c3ccccc3)=Nc3nc(NC(=O)/C=C/c4ccc(F)cc4)nn32)cc1 (configuration not stated)	12
COc1cccc(C(=O)Nc2ccc(Cl)cc2)c1	-8
COc1ccc(C)cc1NC(=O)N1CCN(c2cc(-c3noc(C)n3)ccc2C)CC1	-18
CCOC(=O)C1(Cc2cccc(Cl)c2)CCCN(C(=O)c2cnn3cccnc23)C1 (configuration not stated)	8
CC(=O)Nc1ccc(C2=NN(Cc3ccc(Cl)c(Cl)c3)C(=O)SC2)cc1	3
CCCc1cn(CC2CCN(Cc3cccc(O)c3)CC2)nn1	3
O=C(Nc1ccc(Cl)c(-c2nc3cc(Cl)ccc3o2)c1)c1ccccc1	3
Cc1ccccc1NC(=O)CSc1nc2ccc(NC(=O)CCc3ccccc3)cc2s1	-2
CCC1CCc2c(sc(NC(=O)Nc3cccc(C)c3)c2C(N)=O)C1 (configuration not stated)	-4
CCOC(=O)C1C(=N)Oc2ccc3ccccc3c2C1c1ccccc1OC (configuration not stated)	-6
COc1ccc(-c2cc(C(=O)Nc3cccc4ccccc34)c3ccccc3n2)cc1	0
O=C(Cn1cc(NC(=O)CCOc2ccccc2)cn1)NCCCn1nnc2ccccc21	0
Oc1n[nH]c2nc(-c3ccncc3)ccc12	0
CC(C)(C)c1cc(OC(=O)c2ccncc2)ccc1O	-3
Cc1ccc(N2CC(C(=O)NCCS(=O)(=O)N3CCN(c4ccccc4)CC3)CC2=O)cc1 (configuration not stated)	3
Cc1ccc(S(N)(=O)=O)cc1NC(=O)c1c(-c2c(Cl)cccc2Cl)noc1C	4
O=C(Nc1ccccc1Oc1cccnc1)C1CCCN1Cc1ccccc1 (configuration not stated)	-7
SMILES	RBX1-CUL1 inh
Cc1ccccc1CNC(=O)C1CCN(S(=O)(=O)Cc2ccccc2)CC1	-7
O=C1S/C(=C\c2cc(Br)cc(Cl)c2O)C(=O)N1Cc1ccc(F)cc1	40*
Cc1nc(NC(=O)c2sc3cccc(F)c3c2Cl)sc1C	1
O=C1c2ccccc2C(=O)C1C=Nc1ccccc1-c1nc2ccccc2[nH]1	14
CN(C)c1ccc(CNC(=O)CCn2c(=O)c3cccn3c3ccc(F)cc32)cc1	14
COc1cc(NC(=O)CCC2CCCN(C(=O)c3cc(C)on3)C2)cc(OC)c1 (configuration not stated)	-9
CCCOc1ccc(NC(=O)CC2C(=O)N(c3ccccc3)C(=O)N2Cc2ccco2)cc1 (configuration not stated)	-6
O=C(O)c1sc(Cl)cc1/C=C\c1ccccc1	-4
COc1cc(/C=C\C(=O)O)cc(S(=O)(=O)Nc2ccccc2C(=O)O)c1OC	-2
CCCC(=O)Nc1ccc(-c2cccc(-c3ccn[nH]3)c2)cn1	-1
Cc1c(CC(=O)NC2CCOC2=O)c2c(n1Cc1ccc(F)cc1)CCCC2=O (configuration not stated)	-9
COc1cc(C2c3c(oc4ccc(F)cc4c3=O)C(=O)N2c2nc(C)c(C)s2)cc(OC)c1OC (configuration not stated)	-5
O=C(CSc1n[nH]c(-c2ccc(F)cc2)n1)NCc1ccccc1Cl	5
Cc1ccc(NC(=O)Cn2c(=O)n(CCc3ccccc3)c(=O)c3sc4ccccc4c32)cc1C	0
Cc1nccnc1-c1cccc(-c2ccn(CC(O)C(F)(F)F)n2)c1 (configuration not stated)	-13
COC(=O)C1=C2C(=O)NCCN2C2=C(C(=O)CCC2)C1c1ccc(SC)cc1 (configuration not stated)	11
CN(C1CCCCC1)S(=O)(=O)c1ccc2c(c1)c(=O)c(C(=O)NCc1ccc(Cl)cc1)cn2C	3
Cc1coc2c1c(C)cc1oc(=O)c(CC(=O)NCCc3ccc(Cl)cc3)c(C)c12	1
O=C(OCc1ccc(Br)cc1)c1cc2ccccc2cc1O	4
CCCCN(CCCC)C(=O)CSc1nnc(-c2ccc(OC)cc2)o1	8
Cc1noc(COc2ccccc2OCC(=O)N2CCOCC2)n1	8
CCOCCCN1C(=O)c2ccccc2CC1(C)C(=O)NC1CCCCC1 (configuration not stated)	1
CSc1nc2c(c(=O)n1CC1CCCC1)C1(CCCC1)Cc1ccccc1-2	4
O=C(Nc1ccc(Cc2ccncc2)cc1)c1ncn[nH]1	-9
Cn1c(CN2CCCCC2)nc2cc(NC(=O)c3cccc(Br)c3)ccc21	-4

Quoted at random: four records from the list
SMILES	RBX1-CUL1 inh
CCOCCCN1C(=O)c2ccccc2CC1(C)C(=O)NC1CCCCC1 (configuration not stated)	1
CN(C1CCCCC1)S(=O)(=O)c1ccc2c(c1)c(=O)c(C(=O)NCc1ccc(Cl)cc1)cn2C	3
Cc1c(CC(=O)NC2CCOC2=O)c2c(n1Cc1ccc(F)cc1)CCCC2=O (configuration not stated)	-9
Cn1c(CN2CCCCC2)nc2cc(NC(=O)c3cccc(Br)c3)ccc21	-4

Going on with the list:
SMILES	RBX1-CUL1 inh
Cn1nc(C(F)(F)F)cc1C(=O)n1cccn1	-6
O=C(NCCC(c1ccccc1)c1ccccc1)C1CC12CCN(C(=O)CCn1cncn1)CC2 (configuration not stated)	11
O=c1c2cnc3ncnn3c2ccn1Cc1ccccc1Cl	3
COc1cccc(-n2c(SCC(=O)Nc3cccc(Cl)c3)nc3c(oc4ccccc43)c2=O)c1	-12
COc1ccc(CNS(=O)(=O)c2cc3c(cc2C)N(C)CCO3)cc1	-8
COc1ccc(Cl)cc1C(=O)N/N=C(\C)c1ccc(C)s1	6
CC1=NN(c2ccccc2)C(=O)C12c1c(C)nn(-c3ccccc3)c1OC(=N)C2C#N (configuration not stated)	-3
Cc1c(Cl)cccc1NC(=O)C(CCS(C)(=O)=O)N1Cc2ccccc2C1=O (configuration not stated)	1
CCCSc1nc2ccccc2n1CCO	1
CC(C)CCN(Cc1ccco1)C(=O)c1cc2c(Cl)nc3ccccc3c2s1	-6
CCCn1nnc(NC(=S)NC(=O)c2cc3ccccc3o2)n1	9
CC(C)NC(=O)C1CCCN(C2CCN(C3Cc4ccccc4C3)CC2)C1 (configuration not stated)	-2
CC(=O)Nc1c(C(=O)Nc2ccccc2F)oc2ccccc12	9
O=C(CC1(c2ccccc2)CC(=O)N(Cc2cccs2)C1=O)N1CCN(c2ccccc2)CC1 (configuration not stated)	6
COc1ccccc1N1CCN(CC(O)COc2cc(C)cc(C)c2)CC1 (configuration not stated)	-3
CCCn1c(C)c(CC(=O)NCC(N)=O)c2c1CC(C)(C)CC2=O	4
CC(=O)N1CCCN(C(=O)c2ccc(OC3CCN(Cc4ccccn4)CC3)cc2)CC1	-5
CCCCSc1ccc2nc(-c3ccc(Br)cc3)cn2c1	-9
CC1CCC(C(C)C)C(OC(=O)C2CC=CCC2C(=O)OCC(=O)c2ccc(-c3ccccc3)cc2)C1 (configuration not stated)	7
CN1CCC(N2CCCC(C(=O)NCCCn3cccn3)C2)CC1 (configuration not stated)	6
O=C(/C=N/O)Nc1ccccc1	-4
COc1ccccc1CN1CCC2(CC1)c1ccccc1[C@@H](NC(=O)Cc1cccs1)[C@@H]2OC	1
O=C1C(=Cc2cccn2-c2ccc(Br)cc2)C(=O)c2ccccc21	-8
COCCCn1c(C(=O)N2CCC(C)CC2)cc2c(=O)n3ccccc3nc21	5
Cc1c(NC(=O)c2ccccc2)cc(C(C)C)c(O)c1S(=O)(=O)c1ccc(Cl)cc1	-4&-6
SMILES	RBX1-CUL1 inh
CCOC(=O)CSc1nc2ccc(NC(=O)c3ccccc3F)cc2s1	8
CCc1ccccc1NC(=O)CN(C)C1CCCCC1	4
NC(=O)c1cnn(-c2cc(Oc3ccccc3F)ncn2)c1N	6
COC(=O)C1[C@@H](OC)C(OC(=O)COc2ccc(OC)cc2)C[C@@H]2CN3CCc4c([nH]c5cc(OC)ccc45)[C@H]3C[C@H]12 (some centres not stated)	-1
CCc1ccc(NC(=O)c2sc3nc4c(cc3c2N)CN(CC)CC4)cc1	-12
Cc1ccc(OCC(=O)Nc2ccc(C(=O)c3ccccc3)cc2)c(C)c1	-1
O=C(COc1ccccc1)NN=C1CCCC1C(=O)C(F)(F)F (configuration not stated)	-5
Cc1c(CC(=O)NC(C)(C)CO)c2c(n1CC(C)C)CC(C)(C)CC2=O	1
O=S(=O)(c1ccc2ccccc2c1)n1nc(-c2ccco2)nc1NCc1ccc(F)cc1	-1
COc1cc(C2CC(=O)N=C3C2C(=O)Nc2nc4ccccc4n23)ccc1O (configuration not stated)	-7
C#CCOCC(O)CN1CCN(CC)CC1 (configuration not stated)	4
Cc1c(C(=O)Nc2sc3c(c2C(N)=O)CCC3)c(-c2ccccc2)nn1-c1ccccc1	5
CCOC(=O)c1cnn2c(C(F)(F)F)cc(-c3ccc(CC)s3)nc12	4
Cc1ccc(C2C(C)C(N3CCC(C(=O)N4CCCCC4)CC3)NS2(=O)=O)cc1C (configuration not stated)	0
Cc1ccc(NC(=O)CCn2nc(C)c(S(=O)(=O)N3CCCCC3)c2C)cc1Cl	5
COC(=O)c1nc2n(n1)C(c1cc(OC)ccc1OC)CC(c1ccc(Br)cc1)=N2 (configuration not stated)	8
COc1ccccc1NC(=O)C1=CC2C(=O)CC(C)(C)CC2=NC1=O (configuration not stated)	4
CCN(Cc1nccn1C)C(=O)c1ccc(N2CCCCCC2)nc1	6
Cc1ccc(F)cc1CNC(=O)C1CCCN(C2CCN(C(=O)C3CC3)CC2)C1 (configuration not stated)	1
Cc1ccccc1CNCCN1CCOCC1	0
COC(=O)CNC(=O)c1cccc(OC2CCN(C(=O)C3CC3)CC2)c1	3
Cc1ccc(N2C(=O)NC(=O)C3C2=NC(=O)C3(NC(=O)c2ccccc2C)C(F)(F)F)cc1 (configuration not stated)	-9

3 of the entries above in order of the RBX1-CUL1 inh value, largest number first.
SMILES	RBX1-CUL1 inh
NC(=O)c1cnn(-c2cc(Oc3ccccc3F)ncn2)c1N	6
Cc1ccc(F)cc1CNC(=O)C1CCCN(C2CCN(C(=O)C3CC3)CC2)C1 (configuration not stated)	1
O=S(=O)(c1ccc2ccccc2c1)n1nc(-c2ccco2)nc1NCc1ccc(F)cc1	-1

Taken from the listing for reference:
SMILES	RBX1-CUL1 inh
CCOC(=O)CSc1nc2ccc(NC(=O)c3ccccc3F)cc2s1	8
CCc1ccccc1NC(=O)CN(C)C1CCCCC1	4
NC(=O)c1cnn(-c2cc(Oc3ccccc3F)ncn2)c1N	6
